From PubChem BioAssay
NadD block – inhibitors of Staphylococcus aureus NadD. purified NadD enzyme, colorimetric absorbance read-out. inhibition, % at 20 µM. actives 0.78% (n = 360,000). AID 602399; in the data active = inhibition above about 26%; note: some compounds past the cut are filed as inactive
MT1-MMP act inh – MT1-MMP (human) activation inhibition | HT1080 RFP-PRO-GFP cells, GFP/RFP ratio fluorescence, overnight; percent of plate control window, DMSO zero | GFP/RFP ratio change, % at 20 µM | actives 0.061% (n = 360,000) | P50281 | AID 651647;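 active = GFP/RFP ratio change of at least 30% with cell ATP level not reduced by more than half and red fluorescence within 50% of control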; note: strong numbers were not always called active
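Read-out: GFP/RFP fluorescence ratio; Test system: RFP-PRO-GFP reporter HT1080 cells; Compound dosing: single-point 20 µM compound, 1% DMSO; Times: overnight compound exposure at 37 °C.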
LMPTP inh – blocks human LMPTP phosphatase; P24666; recombinant LMPTP-A, OMFP fluorogenic substrate, fluorescence intensity; inhibition, % at 20 µM; actives 0.22% (n = 360,000);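 active = compounds that cut the enzyme signal by at least half of the control window in the single-dose screen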;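 note: plate controls were DMSO wells with enzyme plus substrate for no effect and substrate without enzyme for full effect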
Target sequence (P24666 whole entry, looked up): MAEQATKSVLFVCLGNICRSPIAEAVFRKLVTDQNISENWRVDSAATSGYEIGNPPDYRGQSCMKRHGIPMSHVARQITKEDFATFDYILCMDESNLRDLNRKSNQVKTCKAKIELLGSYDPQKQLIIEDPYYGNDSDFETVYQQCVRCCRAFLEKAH
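test system = LMPTP-A | amount = 0.625 nM LMPTP-A final | reagent = fluorogenic phosphatase substrate OMFP at 400 µM final | incubation = 50 min at room temperature | benchmarks = no-enzyme low control, uninhibited high control | medium = Bis-Tris pH 6.0, DTT, detergent | signal = fluorescence intensity of OMFP turnover product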
STEP block – STEP (human) phosphatase inhibition; P54829; recombinant STEP, OMFP fluorogenic substrate, fluorescence; inhibition, % at 20 µM; actives 0.25% (n = 360,000);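 active = inhibition at 20 µM, scaled per plate between control wells, above about 37%, limit read from the data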;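 note: 0% = DMSO with enzyme and substrate and 100% = substrate only without enzyme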
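Material: STEP (striatal-enriched tyrosine phosphatase) enzyme, cell-free | Medium: 50 mM Bis-Tris pH 6.0 with 2.5 mM DTT and 0.005% Tween 20 | Read-out: Percent inhibition scaled to no-enzyme and uninhibited-enzyme controls, plate-pattern corrected | Signal: Fluorescence read at 480 nm ex / 540 nm em | Times: 20 min reaction, room temperature, in the dark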
DNMT1 block – DNMT1 (human) enzyme inhibition; DNMT1 molecular beacon, Hinp1I cleavage, fluorescence; inhibition (reported as % activation of signal), % at 10 µM; P26358; actives 0.83% (n = 360,000); in the data active = inhibition above about 50%
SUMO1 PPI mod – SUMO1-SIM interaction modulation. P63165. SUMO1 binding to a labelled peptide, TR-FRET, 1 h. inhibition, % at 20 µM. actives 0.33% (n = 360,000). AID 602429; in the data active = inhibition above about 37%
Target sequence (P63165 whole entry, looked up): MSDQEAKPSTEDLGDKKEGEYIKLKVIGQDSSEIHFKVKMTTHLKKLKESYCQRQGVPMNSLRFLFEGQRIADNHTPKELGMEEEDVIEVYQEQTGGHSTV
SKN-1 block – C. elegans SKN-1 inhibition | actives 0.49% (n = 360,000) | inhibition, % at 21.8 µM | AID 624304 | C. elegans VP596 Pgst-4::GFP/RFP ratio, acrylamide-induced, 24 h;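 active = interference check ratio from 0.5 to 1.5 plus GFP to RFP signal ratio inhibition reaching or exceeding a fixed threshold, cut at about 30% in these data, passing the limit was not always enough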; note: some compounds called inactive have numbers as strong as hits
Rpn11 inh – blocks the human proteasome subunit Rpn11; human 26S proteasome, Ub4-pepOG fluorescence polarization; 20S core pre-blocked with epoxomicin; calls only at 20 µM; actives 0.59% (n = 360,000); AID 588493;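 active = inhibition at 20 µM, scaled to each plate's controls, above about 33%, limit read from the data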
Target sequence (O00487 whole entry, looked up): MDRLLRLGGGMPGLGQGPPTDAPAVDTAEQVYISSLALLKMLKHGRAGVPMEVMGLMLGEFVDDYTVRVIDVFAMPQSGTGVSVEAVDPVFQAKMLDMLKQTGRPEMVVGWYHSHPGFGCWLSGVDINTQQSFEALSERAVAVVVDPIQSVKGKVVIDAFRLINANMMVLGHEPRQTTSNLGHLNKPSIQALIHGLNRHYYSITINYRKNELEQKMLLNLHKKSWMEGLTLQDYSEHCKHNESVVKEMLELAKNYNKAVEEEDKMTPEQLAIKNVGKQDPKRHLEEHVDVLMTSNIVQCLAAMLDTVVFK
NRP1-CendR mod – modulators of CendR peptide binding to human neuropilin-1 | O14786 | FAM-RPARPAR peptide binding to NRP-1, fluorescence polarization | inhibition, % at 25 µM | actives 0.85% (n = 360,000) | AID 602438;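 active = inhibition or corrected inhibition above about 18%, plus a signal ratio from 0.5 to 1.5, limit read from the data, passing the limit was not always enough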; note: strong numbers were not always called active
Scp-1 inhibitor – blocks human Scp-1 phosphatase activity; Q9GZU7; Recombinant Scp1, phosphopeptide, malachite green phosphate absorbance; inhibition, % at 20 µM; actives 0.88% (n = 340,000);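 active = inhibition above about 50% at 20 µM, limit read from the data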;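 note: plate controls were DMSO wells with enzyme for no effect and wells lacking enzyme for full effect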
Target sequence (Q9GZU7 76-261 limits assumed): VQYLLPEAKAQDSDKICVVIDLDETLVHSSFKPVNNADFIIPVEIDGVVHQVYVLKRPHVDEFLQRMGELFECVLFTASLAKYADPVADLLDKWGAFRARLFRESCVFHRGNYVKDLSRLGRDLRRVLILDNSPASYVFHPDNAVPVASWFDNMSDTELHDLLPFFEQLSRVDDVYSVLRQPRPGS
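Assay system: SCP-1 catalytic fragment, aa 76-261 | Buffer or medium: Tris acetate buffer pH 5.5 with MgCl2 and Tween-20 | Compound: One concentration, 20 µM, with 1.0% DMSO | Also added: Phospho 17-mer peptide substrate | Signal: Absorbance at 630 nm | Incubation: 45 min enzyme reaction at room temperature | Measure: % inhibition of SCP-1 phosphate liberation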
Numbers without * were called inactive; i = inactive; · = no result given.

entry	structure	NadD block	MT1-MMP act inh	LMPTP inh	STEP block	DNMT1 block	SUMO1 PPI mod	SKN-1 block	Rpn11 inh	NRP1-CendR mod	Scp-1 inhibitor
1	O=C(CN(Cc1ccc(F)cc1)C(=O)CNS(=O)(=O)c1ccccc1)NCC1CCCO1 (stereo not given)	-0.1	2.4	0.2	0.4	-0.2	4.4	1.1	i	6.1	-7.1
2	COC(=O)c1cccc(C(=O)N2CCCC(Nc3ccc4c(c3)OCCO4)C2)c1 (stereo not given)	0.1	0.7	-0.3	-0.2	0.7	-2.5	3.2	i	11.1	-11.2
3	COc1ccc(CNS(=O)(=O)c2ccc(NC(=O)N3CCCCC3)cc2)cc1	0.9	2.9	-0.3	1.4	-0.6	1.5	-9.0	i	23.4	1.0
4	COc1ccc(S(=O)(=O)n2nc(OC(=O)c3ccccc3Br)cc2N)cc1	-8.6	9.1	1.7	0.6	9.5	-1.6	18.9	i	-2.9	-15.0
5	Cc1cc(C)nc(NC(=O)CSc2nc3ccccc3o2)n1	-1.6	6.0	0.7	2.1	5.1	1.3	23.1	i	0.0	9.1
6	COc1cc(S(=O)(=O)N2CCN(Cc3ccccc3)CC2)ccc1Br	-1.4	3.1	-2.1	5.7	-10.8	-1.0	3.7	i	7.8	-0.5
7	COc1ccc(S(=O)(=O)NCCSC(C)(C)C)cc1Cl	-3.8	0.1	0.9	-0.2	2.3	-1.0	-0.4	i	21.0	-12.2
8	CCOc1ccccc1C(=O)Nc1cc(=O)n(C)c(=O)n1C	1.7	1.8	-1.6	-0.8	2.6	2.2	-1.6	i	2.1	3.5
9	CCOc1ccc(S(=O)(=O)N2CCC(C(=O)NCc3ccccn3)CC2)cc1Cl	-2.3	2.2	-0.2	0.8	3.6	-1.8	-1.3	i	2.3	-0.8
10	CSc1ncccc1C(=O)N1CCCC(N2CCN(c3ccccc3C)CC2)C1 (stereo not given)	-2.4	4.4	-1.2	-0.2	5.4	-6.8	13.4	i	0.8	·
11	COC(=O)CN1C(=O)Nc2ccc(Br)cc2C1c1ccccc1 (stereo not given)	-2.0	6.3	-0.8	-0.1	8.3	0.6	-12.7	i	0.3	-8.7
12	CN(C(=O)c1ccncc1)c1nnc(-c2ccncc2)s1	-1.2	3.0	-0.1	4.7	-0.7	-2.9	11.1	i	-5.1	8.4
13	O=C1CC(N2CCOCC2)C(=O)N1c1cc(Cl)cc(Cl)c1 (stereo not given)	1.6	1.4	-2.0	-4.4	0.5	0.0	7.9	i	-8.4	-1.1
14	Cc1ccc(Nc2ccc(S(=O)(=O)N3CCOCC3)cc2[N+](=O)[O-])c(C)c1	-1.1	-7.9	2.0	2.6	-1.6	-20.6	12.7	i	5.0	1.6
15	O=C(Nc1ccc(C(F)(F)F)cc1)C1CCCCN1S(=O)(=O)c1ccccc1 (stereo not given)	-4.6	0.8	2.2	1.2	5.3	-2.8	-8.1	i	-2.9	-6.8
16	Cc1ccc(NC(=O)C2CCCN(c3nccc(C)n3)C2)c(C)c1 (stereo not given)	-4.2	1.8	0.4	-1.5	0.1	3.1	-13.2	i	8.1	-3.6
17	COc1ccc(CNC(=O)c2cc(C3CC3)on2)cc1	2.8	-0.3	-0.9	-0.4	1.4	-1.7	6.5	i	-6.5	-6.0
18	O=C(c1ccc(Cl)cc1)c1ccc(OCC(=O)N2CCOCC2)cc1	-6.3	-2.4	0.3	2.0	0.2	-1.9	6.0	i	-14.0	0.3
19	CC(=O)OC(C(=O)NC1CCCCC1)c1ccncc1 (stereo not given)	-3.8	0.2	-0.6	-0.1	-0.8	-4.8	13.2	i	4.9	-4.6
20	O=C(OCC(=O)N1CCCC1=O)C1COc2ccccc2O1 (stereo not given)	-0.5	-1.0	0.0	-0.9	-1.2	1.7	5.7	i	4.6	-7.0

Following part:
entry	structure	NadD block	MT1-MMP act inh	LMPTP inh	STEP block	DNMT1 block	SUMO1 PPI mod	SKN-1 block	Rpn11 inh	NRP1-CendR mod	Scp-1 inhibitor
21	CCOC(=O)c1c(C)[nH]c(C(=O)CN(C)CC(=O)Nc2ccccc2C(F)(F)F)c1C	-7.6	-3.6	0.7	-2.1	5.5	2.5	14.1	i	1.7	-4.9
22	COc1ccccc1Nc1nnc(SCC(=O)c2cc(C)n(CC3CCCO3)c2C)s1 (stereo not given)	-4.5	1.8	-1.0	0.7	-5.0	-2.0	-9.1	i	10.9	1.1
23	N#Cc1cn(-c2ccccc2)nc1-c1ccco1	9.1	-0.8	0.5	2.1	-4.8	0.0	13.5	i	-12.1	-11.2
24	Cc1cccc2cc(CN(CC3CCCO3)C(=S)NCc3ccco3)c(=O)[nH]c12 (stereo not given)	0.4	-1.3	-2.7	2.0	-1.9	5.0	-1.8	i	4.9	-4.9
25	N#Cc1nc(-c2cccs2)oc1NCc1ccccc1	-6.0	3.3	2.5	5.1	-3.6	-9.4	-3.1	i	5.4	-9.8
26	Cc1cccc(OCCNC(=S)NC(=O)c2cccnc2)c1	0.4	1.1	0.0	2.3	-3.2	2.7	-3.3	i	-15.8	-4.6
27	COc1ccccc1NC(=O)N1CCCC1	0.5	5.8	-1.1	-1.4	2.2	-3.4	9.6	i	-2.0	2.1
28	CCO[C@H]1OC(C(=O)NC2CC2)=C[C@@H](C2CCCCC2)[C@@H]1CCCO	-4.3	-1.1	0.2	-1.0	6.3	4.9	18.1	i	-5.4	-1.6
29	COC(=O)c1ccc(COc2cccnc2[N+](=O)[O-])cc1	0.8	2.3	0.2	1.6	-0.6	-35.3	12.8	i	10.3	-12.4
30	COC(=O)c1cc(OC)c(OC)cc1NC(=S)N1CCC(C(N)=O)CC1	-4.4	-1.1	-1.4	-2.3	3.8	-1.4	2.9	i	-11.6	26.9
31	O=C(CNC(=O)c1ccc2ccccc2c1)OCC(=O)N1CCN(S(=O)(=O)c2ccc3ccccc3c2)CC1	21.5	2.8	2.5	-0.6	-8.1	-2.3	2.3	i	-7.9	-9.6
32	CN(Cc1ccco1)c1ncnc2ccc(-c3ccccc3Cl)cc12	1.7	1.2	1.7	4.3	-5.4	5.4	-0.4	i	2.7	14.5
33	Cc1cc(=O)[nH]c(N)n1	-6.9	3.4	-0.9	-0.4	-2.6	3.2	7.0	i	-9.0	-7.4
34	O=C1C2C3C=CC(C3)C2C(=O)N1c1n[nH]c(-c2ccccc2)n1 (stereo not given)	-4.6	3.9	-0.6	0.8	3.0	-2.6	-2.2	i	-4.5	-10.7
35	Cc1ccc(OC(=O)CCNC(=O)c2ccccc2Cl)c(Br)c1	-6.4	0.4	1.1	-1.5	2.0	1.8	-7.5	i	0.1	-4.8
36	COc1ccc(-n2c(=O)c(CCC(=O)N(C)Cc3ccccc3C)nc3ccccc32)cc1	1.1	12.2	0.0	1.3	-2.1	-13.2	8.7	i	-9.8	-3.4
37	Cc1ccc(NC(=O)NC2CCCCCCC2)cc1C	-5.8	-0.2	0.6	0.2	3.3	-2.8	0.4	i	7.2	1.0
38	COc1ccc([C@@H]2CC=C(C(=O)O)CN2S(=O)(=O)c2ccc(Cl)cc2)cc1	-2.6	5.9	-0.4	-0.8	1.9	6.4	4.2	i	0.2	3.5
39	COc1ccc(C(=O)NCC(=O)OCc2ccc(Br)cc2)cc1	-7.1	-0.7	-1.0	-0.4	-1.3	0.8	-7.9	i	3.0	-5.6
40	CC(C)COC(=O)C(C#N)c1nc2ccccc2nc1N1CCN(Cc2ccc3c(c2)OCO3)CC1 (stereo not given)	30.9*	-19.8	8.0	6.8	-8.3	-3.1	14.9	i	-13.1	13.1

Molecules above with a Cl atom (seven):
entry	structure	NadD block	MT1-MMP act inh	LMPTP inh	STEP block	DNMT1 block	SUMO1 PPI mod	SKN-1 block	Rpn11 inh	NRP1-CendR mod	Scp-1 inhibitor
7	COc1ccc(S(=O)(=O)NCCSC(C)(C)C)cc1Cl	-3.8	0.1	0.9	-0.2	2.3	-1.0	-0.4	i	21.0	-12.2
9	CCOc1ccc(S(=O)(=O)N2CCC(C(=O)NCc3ccccn3)CC2)cc1Cl	-2.3	2.2	-0.2	0.8	3.6	-1.8	-1.3	i	2.3	-0.8
13	O=C1CC(N2CCOCC2)C(=O)N1c1cc(Cl)cc(Cl)c1 (stereo not given)	1.6	1.4	-2.0	-4.4	0.5	0.0	7.9	i	-8.4	-1.1
18	O=C(c1ccc(Cl)cc1)c1ccc(OCC(=O)N2CCOCC2)cc1	-6.3	-2.4	0.3	2.0	0.2	-1.9	6.0	i	-14.0	0.3
32	CN(Cc1ccco1)c1ncnc2ccc(-c3ccccc3Cl)cc12	1.7	1.2	1.7	4.3	-5.4	5.4	-0.4	i	2.7	14.5
35	Cc1ccc(OC(=O)CCNC(=O)c2ccccc2Cl)c(Br)c1	-6.4	0.4	1.1	-1.5	2.0	1.8	-7.5	i	0.1	-4.8
38	COc1ccc([C@@H]2CC=C(C(=O)O)CN2S(=O)(=O)c2ccc(Cl)cc2)cc1	-2.6	5.9	-0.4	-0.8	1.9	6.4	4.2	i	0.2	3.5
